Source: PubChem BioAssay (several laboratories)
RmlCD inh 1536: M. tuberculosis RmlC/RmlD inhibition. inhibition, % at 3.6 µM. 160,000 compounds, 0.03% hits. RmlC+RmlD coupled enzyme assay, percent inhibition; primary screen in compound mixtures; in the data active = inhibition mostly above about 34%, no sharp cut-off; inconclusive = no clear call, values can overlap the other calls; inactive = mostly below about 22%; note: some results filed as inactive read as strong as hits
Target sequence (P9WH09 whole entry, looked up): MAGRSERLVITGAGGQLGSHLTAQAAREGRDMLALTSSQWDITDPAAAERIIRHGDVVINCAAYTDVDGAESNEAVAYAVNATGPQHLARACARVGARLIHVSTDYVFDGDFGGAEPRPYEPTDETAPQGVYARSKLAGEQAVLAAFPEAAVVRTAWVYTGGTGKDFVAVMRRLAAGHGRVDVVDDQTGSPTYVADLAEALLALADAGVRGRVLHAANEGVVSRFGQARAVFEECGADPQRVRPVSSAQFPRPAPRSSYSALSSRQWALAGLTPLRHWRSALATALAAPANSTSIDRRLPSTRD
Target sequence (P9WH11 whole entry, looked up): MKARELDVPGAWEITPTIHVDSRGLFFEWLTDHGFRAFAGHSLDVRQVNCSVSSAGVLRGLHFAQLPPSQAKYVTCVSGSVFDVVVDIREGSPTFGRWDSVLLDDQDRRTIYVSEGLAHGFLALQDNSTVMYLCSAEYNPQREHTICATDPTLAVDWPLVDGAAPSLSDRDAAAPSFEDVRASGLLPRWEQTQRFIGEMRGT
GlmU inhibition: inhibition of mycobacterial GlmU enzyme – biochemical, glucosamine-1-phosphate acetyltransferase (AID 1376); 220,000 compounds, 0.25% hits; M. tuberculosis GlmU acetyltransferase enzyme assay; higher % means a stronger effect; inhibition, %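 (tested at 30 µM in the primary screen)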; hits with a dose series show IC50 in µM; in the data active = inhibition above about 13%; inconclusive = no clear call, values can overlap the other calls;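 note: 0% = complete reaction with vehicle and 100% = reaction without substrate; strong numbers were not always called active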
Active calls of the source: *; u = inconclusive; x = not tested or not shown. An excerpt; the hit share may differ from the screen's.

SMILES	RmlCD inh 1536	GlmU inhibition
COc1ccc(C2c3sc(=O)[nH]c3SCC2C(N)=O)cc1 (stereo not drawn)	-22	-4.9%
COc1ccc2c(c1OC)C(=O)OC2CC(=O)c1ccc(N(C)C)cc1 (stereo not drawn)	x	6.3%
Clc1ccc(-c2nn3c(C4COc5ccccc5O4)nnc3s2)cc1 (stereo not drawn)	7	6.6%
O=C(COC(=O)[C@H](Cc1ccccc1)NS(=O)(=O)c1ccccc1F)NC1CCCCC1	x	-0.8%
COc1ccc(C(=O)Cn2c(=O)c(CCC(=O)O)nn3c4ccccc4nc23)cc1OC	u	-0.6%
CC1CCCCN1C(=O)Cn1cc(C#N)c2ccccc21 (stereo not drawn)	x	-2.1%
Cc1ccc(C(=O)NNC(=S)Nc2cccc3ccccc23)s1	4	0.9%
CCC(=O)Nc1cccc(NC(=S)NC(=O)c2ccccc2C)c1	4	4.2%
CN(C)C(=O)CSc1nnc(-c2cccs2)n1-c1ccccc1	-15	0.0%
Clc1ccc(-c2cc(C3CCNCC3)[nH]n2)cc1	2	-0.7%
CC(=O)c1ccc(S(=O)(=O)N2CCN(C(=O)/C=C/c3ccc4ccccc4n3)CC2)cc1	85	14%*
O=C(c1cc(-c2ccncc2)nc2ccc(Br)cc12)N1CCN(Cc2ccc3c(c2)OCO3)CC1	-4	-6.9%
Cc1cccc(C(=O)O/N=C(\N)c2cccc([N+](=O)[O-])c2)c1	4	1.5%
O=C(CCN1CCCCC1)c1ccccc1	-10	1.4%
O=C(O)/C=C/c1ccc(S(=O)(=O)NCc2ccco2)cc1	8	-7.2%
Cc1ccc(C)c(N2CCN(S(=O)(=O)c3ccc4c(c3)oc(=O)n4C)CC2)c1	x	-1.2%
Cc1ccccc1C1NC(=S)NC2=C1C(=O)CC(C)(C)C2 (stereo not drawn)	x	0.5%
CC(C)CNC(=O)c1cccc(NC(=O)C(C)C)c1	-7	-0.8%
Cc1ccc(NC(=O)NNC(=O)Cn2nc(-c3ccccc3)c(-c3ccccc3)c(C#N)c2=O)cc1	-9	0.5%
CCc1cc(C(=O)NNC(=S)NCc2ccccc2)cs1	6	-0.1%
c1ccc(N2CCN(Cc3nnnn3C3CCCCC3)CC2)cc1	x	0.3%
Cn1c(O)c(N=NC(=O)Cn2c(C(F)(F)F)nc3ccccc32)c2ccccc21	x	-2.7%
CCCCSc1nnc(-c2ccccc2NC(C)=O)c(=O)[nH]1	x	0.2%
COC(=O)[C@@]1(Cc2ccc(OC)cc2)[C@H]2c3cc(C(=O)N4CCCC4)n(CCSCCO)c3C[C@H]2CN1C(=O)c1ccccc1	x	2.7%
Cc1cccc(NC(=O)CSc2nnc(-c3ccccc3C)o2)c1	-8	-0.9%
COc1ccc2nc(Nc3nc(-c4ccncc4)cs3)sc2c1	x	-4.0%
CSc1ccc(-c2nc(CN(C)C3CCOC3)c(C)o2)cc1 (stereo not drawn)	-14	2.4%
COc1ccc(N2CCN(C(=N)/C(C(C)=O)=C(\C)O)CC2)cc1	62	2.6%
CSC(=NNC(=O)c1ccc(O)cc1)SC	x	-2.9%
CCN1C(=O)C(C)S/C1=N\S(=O)(=O)c1ccc(Cl)s1 (stereo not drawn)	9	-4.7%

In the list so far, 2 contain a cyano group.
SMILES	RmlCD inh 1536	GlmU inhibition
CC1CCCCN1C(=O)Cn1cc(C#N)c2ccccc21 (stereo not drawn)	x	-2.1%
Cc1ccc(NC(=O)NNC(=O)Cn2nc(-c3ccccc3)c(-c3ccccc3)c(C#N)c2=O)cc1	-9	0.5%

Reformatted as labelled records: entries from further up.
Cc1ccccc1C1NC(=S)NC2=C1C(=O)CC(C)(C)C2 (stereo not drawn)
- RmlCD inh 1536 = x
- GlmU inhibition = 0.5%
CC(C)CNC(=O)c1cccc(NC(=O)C(C)C)c1
- RmlCD inh 1536 = -7
- GlmU inhibition = -0.8%
Cc1ccc(NC(=O)NNC(=O)Cn2nc(-c3ccccc3)c(-c3ccccc3)c(C#N)c2=O)cc1
- RmlCD inh 1536 = -9
- GlmU inhibition = 0.5%

Next structures
SMILES	RmlCD inh 1536	GlmU inhibition
CC(C)NC(=O)C1(c2ccccc2)CCOCC1	15	-2.6%
COc1cc(/C=C2\SC(=Nc3ccc(O)cc3)NC2=O)cc(OC)c1OC	3	-1.9%
CCOC(=O)C1=C(C)NC(=O)NC1c1ccc(OC(C)C(=O)O)c(OC)c1 (stereo not drawn)	x	5.0%
NC(N)=N/N=C/c1ccccc1Cl	x	-3.4%
CCc1ccc(OS(=O)(=O)c2cn(C)c(=O)n(C)c2=O)cc1	20	0.0%
COc1ccccc1N1CCN(C(=O)c2cc(C(C)(C)C)oc2C)CC1	70	-5.5%
CC(=O)C1=NN(c2ccc(Cl)cc2)C(c2ccc3c(c2)OCO3)N(C(C)=O)N1C (stereo not drawn)	1	x
Cc1sc(NC(=O)CN2CCOCC2)c(C(=O)c2ccccc2)c1C	13	2.3%
CCOC(=O)C1CCCN(C2CC(=O)N(c3ccc(C)c(C)c3)C2=O)C1 (stereo not drawn)	x	2.1%
O=[N+]([O-])c1cc(Oc2cccnc2)cc([N+](=O)[O-])c1	0	3.4%
CC(C)OCCCNC(=S)N1CCC(C(=O)c2ccc3c(c2)OCCO3)CC1	-8	-2.2%
CCOc1cc(C2Nc3ccccc3C(=O)N2c2ccccc2OC)ccc1O (stereo not drawn)	-3	-1.7%
COc1cc(N=Nc2c(C)n(C)n(-c3ccccc3)c2=O)ccc1N	7	-6.1%
C/C(CC(=O)Nc1c(C)cc(C)cc1C)=N\NC(=O)c1cnccn1	6	2.2%
CC1CCCCC1NC(=O)C(=O)NCC1CCCO1 (stereo not drawn)	x	-0.2%
COCCNC(=O)c1nn(-c2cc(OC)cc(OC)c2)c(=O)c2ccccc12	1	-5.1%
CC(C)(C)Cc1nc2ccccc2n1CCc1ccccc1	x	-0.1%
O=C(NCc1nc2ccccc2[nH]1)C1=C[C@H](c2csc3ccccc23)C[C@H](OCc2ccc(CO)cc2)O1	4	1.0%
CCCCCCCCC(=O)Nc1cc(C)ccc1OC	-7	1.7%
CCOc1cc(/C=N/NC(N)=O)ccc1OCC(=O)Nc1ccc(C)c(C)c1	5	7.5%
CCC(=O)N1c2ccccc2NC2=C(C(=O)CCC2)C1c1ccc(N(C)C)cc1 (stereo not drawn)	1	3.5%
CC(C)NC(=O)CN1C(=O)NC(CCc2ccccc2)C1=O (stereo not drawn)	u	-0.4%
CC(C)C(OC(=O)c1nsc(Cl)c1Cl)C(=O)NCc1ccc2c(c1)OCO2 (stereo not drawn)	-2	3.8%
Cc1ccc(S(=O)(=O)NC2CCCc3ccccc32)cc1C (stereo not drawn)	-2	0.9%
c1ccc(CN2CCN(c3nc4ccccc4c4ccccc34)CC2)cc1	-15	-1.0%
CC(=O)N(c1ccccc1C)C1CCCC1	-14	-5.5%
Cc1ccc(OCCCCn2ccnc2C)c(C)c1	16	0.1%
Cc1cccc(NC(=O)CSc2nnc(NC(=O)c3ccc(S(=O)(=O)N4CCOCC4)cc3)s2)c1C	2	0.4%
C=CCC(O)(CC=C)C(C)N (stereo not drawn)	89	-0.4%
COc1ccc(NC(=O)C2CCCN2C(=O)Nc2ccccc2)cc1OC (stereo not drawn)	x	0.3%
Cc1nn(-c2ccccc2)c(-n2cccc2)c1C(=O)O	8	0.4%
O=C(Oc1ccc2c(=O)c(Oc3ccc4ccccc4c3)coc2c1)c1ccco1	-2	-0.8%
COc1ccc(-c2cc(=O)[nH]c(NCc3ccccc3)n2)cc1	x	0.6%
COC(=O)COc1ccc(NC(=O)c2ccco2)cc1	-7	2.8%
CCCCn1ccc(=O)c2c(C(F)(F)F)nccc21	2	4.6%
COc1cccc(NC(=O)N2CCCC2C(=O)Nc2ccc3c(c2)OCCO3)c1 (stereo not drawn)	5	5.4%
O=C(N/N=C/c1c[nH]c2ccccc12)c1cc(-c2ccc3ccccc3c2)n[nH]1	0	-2.6%
COc1ccc(S(=O)(=O)N(C)CC(=O)Nc2ccc(C(F)(F)F)cc2)cc1Cl	-5	-3.8%
CC1(C)CC(=O)C2=C(C1)NCN(Cc1ccc3c(c1)OCO3)C2	x	-0.7%
Cc1sc2ncnc(NCc3ccco3)c2c1C	12	x
COc1ccc(CC(=O)O/N=C(\N)Cc2ccc(OC)c(OC)c2)cc1	13	6.3%
COc1ccccc1Oc1ccc(N/C=C/C(=O)c2ccco2)cc1	7	-5.2%
Cc1ccc(OC(=O)CCC(=O)Nc2ccc(Br)cc2)cc1	-4	1.4%
CN(C)C(CNC(=O)c1ccc2c(=O)n(-c3ccccc3F)c(=S)[nH]c2c1)Cc1ccccc1 (stereo not drawn)	-6	-6.0%
CC(C)CC(=O)c1c[nH]c(C(=O)NCCCN2CCOCC2)c1	28	-3.3%
COc1ccc(S(=O)(=O)Nc2nnc(C(C)(C)C)s2)cc1	x	3.2%
Cc1nn(CCO)c2nc(-c3cccs3)cc(C(F)(F)F)c12	7	-3.9%
CCOC(=O)C1(CC2CCCCO2)CCN(Cc2nccn2-c2ccc(OC)cc2)CC1 (stereo not drawn)	11	1.1%
O=C(O)c1cc2cc(Cl)ccc2oc1=O	2	-0.8%
C=CCn1c(SCC(=O)NC(=O)NCc2ccco2)nc2sc(CC)cc2c1=O	x	0.8%
COC(=O)N/N=C(/c1ccccc1)C1CCCCC1	7	-5.9%
COc1cccc(CN2CCNC(=O)C2CC(=O)NCCn2cccn2)c1OC (stereo not drawn)	2	4.3%
CCOC(=O)n1c(=O)n(Cc2ccccc2Cl)c2ccccc21	15	2.2%
COc1ccccc1C(O)(C(=O)NNc1cccc(C)c1)c1ccccc1OC	-1	1.2%
CC(C)n1c(=NC(=O)c2ccco2)c(C#N)cc2c(=O)n3ccccc3cc21	4	x
Cc1ccc(NC(=O)C2CCCCC2C(=O)O)cc1Cl (stereo not drawn)	-8	3.0%
c1coc(CNc2nc(N3CCCCC3)nc3ccccc23)c1	13	-6.1%
Cc1cccc(NC(=O)Cn2nnc3sc4c(c3c2=O)CC(C)(C)OC4)c1	12	-2.7%
O=C(CCCCCNC(=O)c1ccccc1)N=Nc1c(O)[nH]c2c(Br)cc(Br)cc12	-12	2.8%
COc1ccc(C(=O)CSc2nc3ccccc3n2CC(=O)NC(C)(C)C)cc1	x	-2.2%

In another format: entries from further up
| structure | RmlCD inh 1536 | GlmU inhibition |
| --- | --- | --- |
| CCc1ccc(OS(=O)(=O)c2cn(C)c(=O)n(C)c2=O)cc1 | 20 | 0.0% |
| COc1ccccc1N1CCN(C(=O)c2cc(C(C)(C)C)oc2C)CC1 | 70 | -5.5% |
| CC(=O)C1=NN(c2ccc(Cl)cc2)C(c2ccc3c(c2)OCO3)N(C(C)=O)N1C (stereo not drawn) | 1 | x |
| Cc1sc(NC(=O)CN2CCOCC2)c(C(=O)c2ccccc2)c1C | 13 | 2.3% |

Gathered by group: the compounds so far with a tert-butyl group (four)
SMILES	RmlCD inh 1536	GlmU inhibition
COc1ccccc1N1CCN(C(=O)c2cc(C(C)(C)C)oc2C)CC1	70	-5.5%
CC(C)(C)Cc1nc2ccccc2n1CCc1ccccc1	x	-0.1%
COc1ccc(S(=O)(=O)Nc2nnc(C(C)(C)C)s2)cc1	x	3.2%
COc1ccc(C(=O)CSc2nc3ccccc3n2CC(=O)NC(C)(C)C)cc1	x	-2.2%

Following part:
SMILES	RmlCD inh 1536	GlmU inhibition
CC1=C(C(N)=O)C(c2ccc(Cl)cc2)NC(=O)N1 (stereo not drawn)	x	3.3%
COc1ccc(-n2c(SCCN(C)C)nc3ccccc3c2=O)cc1	9	-6.7%
Cc1ccc(NC(=O)CSc2nccc(=O)[nH]2)c(S(=O)(=O)N2CCOCC2)c1	x	6.2%
CC(=C\c1ccccc1)/C=C1/SC(=S)N(CCC(=O)Nc2ccccn2)C1=O	-8	-2.8%
CCOC(=O)C1(Cc2ccc(O)cc2)NC(c2ccccc2F)C2C(=O)N(C)C(=O)C21 (stereo not drawn)	-4	2.3%
CS(=O)(=O)N1CCN(Cc2ccc([N+](=O)[O-])cc2)CC1	-1	3.5%
Cc1cc(=O)[nH]c(NN)n1	-9	8.5%
CCOC(=O)C1=C(O)C(=O)N(Cc2ccccc2)CC1	x	1.1%
CCOc1nc(NCCC2=CCCCC2)nc(N2CCOCC2)n1	10	7.1%
COc1ccc(OC)c(C2C3=C(N=C4SCC(=O)N42)c2ccccc2CC3)c1 (stereo not drawn)	x	7.7%
Nc1nc(-c2ccccc2)cn1/N=C/c1ccccc1	-12	-3.1%
OCCCN1CCN(CCOc2ccccc2-c2ccccc2)CC1	3	-4.9%
COc1ccc(N(C(=O)c2ccco2)S(=O)(=O)c2cccc([N+](=O)[O-])c2)cc1	x	-3.9%
CCn1c2ccccc2c2cc(/C=N/NC(=O)c3ccncc3)ccc21	x	2.4%
CC1=C(n2nnc3ccccc32)C(c2ccccc2)C(C#N)=C(N)O1 (stereo not drawn)	x	9.9%
CCOCCn1c(CC)nc2ccccc21	2	3.9%
CC(C)CC(=O)CN1C(=O)C2(OCCO2)c2ccccc21	18	2.3%
CNC(=O)c1[nH]cnc1C(=O)N[C@@H](Cc1ccccc1)C(=O)OC(C)(C)C	x	0.7%
Cc1cccc2cc(C#N)c(SCC(=O)NNC(=O)Cc3ccccc3)nc12	-4	-6.1%
CC(Sc1nnc(-c2ccc(O)cc2)o1)C(=O)Nc1cccc2ccccc12 (stereo not drawn)	-1	5.7%
Clc1ccc(Sc2oc(/C=N/n3cnnc3)cc2Br)cc1	-5	-4.6%
